Myeloid diff MLP: promotes myeloid progenitor differentiation; AID 624256; calls only at 10 µM; ER-HoxA9 myeloid progenitors, lysozyme-GFP differentiation, flow cytometry; 360,000 tested, 1% active;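 active = normalized GFP-positive differentiation at or above the plate's own cutoff, the solvent-only control mean plus 3 SD; inconclusive = no clear call, values can overlap the other calls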;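 also: cells exposed to compound for four days before flow analysis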
LYP phosphatase: inhibitors of LYP phosphatase, biochemical, fluorescence intensity, uHTS (AID 1779) | 290,000 tested, 0.054% active | inhibition, % at 11.5 µM, or IC50 in µM where a hit was titrated | recombinant LYP phosphatase, fluorescence intensity; higher % means a stronger effect; in the data active = inhibition above about 50%;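 also: plate controls were vehicle with enzyme for no effect and no enzyme for full effect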
MgcRacGAP inhibition: MgcRacGAP GTPase-activating activity inhibitors, confirmation, biochemical, ADP Hunter fluorescence | 340,000 tested, 0.6% active | MgcRacGAP-stimulated Rac1 GTP hydrolysis, ADP Hunter fluorescence; higher % means a stronger effect; GST-tagged Rac1 F28L mutant substrate | inhibition, % at 30 µM; hits with a dose series show IC50 in µM;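 active = first-screen hits whose inhibition reached a set limit at any dose in the follow-up dose series; inconclusive = inhibition above the set first-screen limit but never retested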;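 also: fluorescence reports GDP produced by GAP-driven GTP hydrolysis; strong numbers were not always called active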
Salmonella PhoP GFP: PhoP-dependent GFP reporter repression – Salmonella Typhimurium, primary screen (AID 1863); inhibition, % at 50 µM, or IC50 in µM where a hit was titrated; 300,000 tested, 0.16% active; S. Typhimurium PhoP-regulated promoter GFP reporter, 4 h; higher % means a stronger effect;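 active = inhibition over 29.93%, a cutoff 3 SD above the screen mean, later confirmed by dose response; inconclusive = inhibition over 29.93% but no dose response follow-up; inactive = inhibition at most 29.93% or unconfirmed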;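 also: 0% = low Mg2+ inducing control and 100% = high Mg2+ repressing control; strong numbers were not always called active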
Siah-1 displacement: blockers of Siah-1 interaction with plectin peptide – biochemical, fluorescence polarization, rhodamine-plectin, uHTS, primary screen (AID 1817). Siah-1 / rhodamine-plectin peptide fluorescence polarization; higher % means a stronger effect. 290,000 tested, 0.02% active. displacement, % at 20 µM; hits with a dose series show IC50 in µM;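 active = displacement of at least 50% at 20 µM, with a fluorescence ratio check between 0.3 and a set limit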;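 also: plate controls were Siah plus tracer with DMSO for no effect and tracer alone without Siah for full effect; strong numbers were not always called active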
HIV peptide binding: inhibitors of HIV fusion peptide binding, primary screen, biochemical, uHTS, fluorescence dequenching (AID 1986). cell-free peptide binding, fluorescence dequenching, 30 min; higher % means a stronger effect. inhibition, % at 20 µM; hits with a dose series show IC50 in µM. 290,000 tested, 0.3% active; in the data active = inhibition mostly above about 52%, no sharp cut-off; inactive = mostly below about 76%; also: some results filed as inactive read as strong as hits
GPR35 arrestin U2OS: GPR35 antagonists blocking zaprinast-driven arrestin recruitment, primary screen, imaging, U2OS, beta-arrestin-GFP, zaprinast agonist (AID 2058); 290,000 tested, 0.052% active; one-dose inhibition, % at 10 µM; IC50 in µM for titrated hits; U2OS GPR35 beta-arrestin-GFP translocation imaging, zaprinast antagonism; higher % means a stronger effect;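 active = inhibition of at least 50% with at least 30 cells and total cytoplasm GFP at most 10,000,000; inconclusive = under 30 cells or total GFP of 10,000,000 plus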
NTR1 agonist: agonists of NTR1, primary screen, imaging, U2OS cells, beta-arrestin-GFP, high content (AID 493036); NTR1-U2OS beta-arrestin-GFP spot imaging, agonist mode; activation, % at 20 µM; 330,000 tested, 0.17% active;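 active = activation at or above 40% of the spot to cytoplasm intensity ratio, with at least 20 cells analyzed; inconclusive = wells under 20 cells, flagged as cytotoxic or low count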;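 also: 0% = DMSO without peptide and 100% = 100 nM NTR1 peptide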
Target sequence (P30989 whole entry, looked up): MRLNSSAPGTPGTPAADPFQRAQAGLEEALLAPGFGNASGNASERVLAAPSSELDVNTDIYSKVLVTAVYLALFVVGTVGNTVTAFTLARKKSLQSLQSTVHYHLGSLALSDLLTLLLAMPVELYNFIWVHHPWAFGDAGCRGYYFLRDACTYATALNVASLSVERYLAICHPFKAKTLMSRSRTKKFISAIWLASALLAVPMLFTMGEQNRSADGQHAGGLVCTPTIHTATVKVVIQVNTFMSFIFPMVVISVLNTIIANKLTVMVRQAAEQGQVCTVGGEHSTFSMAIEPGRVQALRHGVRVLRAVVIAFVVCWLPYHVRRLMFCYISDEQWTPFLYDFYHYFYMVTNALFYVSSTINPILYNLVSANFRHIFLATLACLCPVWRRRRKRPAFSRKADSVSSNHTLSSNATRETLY
GPR55 antagonists: GPR55 antagonists blocking LPI-driven arrestin recruitment, primary screen, imaging, U2OS, beta-arrestin-GFP, LPI agonist (AID 2013) | U2OS GPR55 beta-arrestin-GFP translocation imaging, LPI antagonism; higher % means a stronger effect | one-dose inhibition, % at 10 µM; IC50 in µM for titrated hits | 290,000 tested, 0.13% active;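 active = spots per cell inhibited over 60%, with over 100 cells counted and total cytoplasm intensity under 500,000; inconclusive = wells with under 100 cells, flagged as likely toxic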;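 also: U2OS cells stably carrying GPR55 and arrestin-GFP stimulated by 5 µM LPI near EC80; imaged beta-arrestin-GFP aggregate spots per cell after agonist stimulation; plate controls were LPI-stimulated DMSO wells for no effect and DMSO wells without LPI for full effect; some results filed as inactive read as strong as hits; confirmed hits need IC50 under 10 µM and bright autofluorescent wells are also inconclusive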
NTR1 agonist cell count 20 µM: second read-out of NTR1 agonist, no call of its own (marks repeat the call); cell count; measured here: cell count, cytotoxicity flag
Myeloid diff MLP GFP+ MAC1+ %: recorded beside Myeloid diff MLP, whose call it bears; GFP+ MAC1+ double positive, %; measured here: differentiation confirmed by MAC1 staining
An asterisk follows results filed as active; i = inactive; ? = inconclusive; · = no result given; + = active, no number.

| SMILES | Salmonella PhoP GFP | LYP phosphatase | NTR1 agonist | NTR1 agonist cell count 20 µM | HIV peptide binding | GPR55 antagonists | GPR35 arrestin U2OS | Myeloid diff MLP | MgcRacGAP inhibition | Myeloid diff MLP GFP+ MAC1+ % | Siah-1 displacement |
| --- | --- | --- | --- | --- | --- | --- | --- | --- | --- | --- | --- |
| COc1ccc(N2CCN(C(=O)c3cc(=O)c4cc(Cl)ccc4o3)CC2)cc1 | -8% | -1% | 1.5 | 34 | 0.0% | 2% | 4% | i | 8% | 0.8 | 5% |
| CCOc1cc(CNCCO)ccc1OCC(=O)NC(C)(C)C | 3% | 5% | 0.3 | 47 | 2.1% | -8% | -21% | i | · | 0.2 | 2% |
| O=C(O)c1ccc(Sc2ccccn2)c([N+](=O)[O-])c1 | -7% | -2% | -0.5 | 38 | -2.2% | 0% | 12% | i | · | 0.1 | 1% |
| COc1ccccc1CNC(=O)CCC(=O)Nc1nnc(C)s1 | -4% | -10% | -1.6 | 54 | -2.3% | -4% | -3% | i | -14% | 0.4 | -2% |
| CC(C)(C)c1ccc(/C=N/NC(=S)NC2CCCCC2)cc1 | 15% | 32% | 1.5 | 52 | -0.3% | 18% | -8% | i | 9% | 0.5 | 8% |
| CCNC(=O)Nn1c(-c2ccccc2)nc2ccccc2c1=O | 26% | -6% | -1.2 | 96 | -1.2% | 8% | 3% | i | 11% | 0.2 | 4% |
| CN(CC(=O)Nc1ccccc1C(F)(F)F)C(=O)c1cc(-c2cccs2)nn1-c1ccccc1 | -3% | · | 1.7 | 61 | · | · | · | i | 5% | 0.3 | · |
| COc1cc(-c2nnc(NC(=O)CS(=O)(=O)c3ccc(F)cc3)o2)cc(OC)c1OC | -9% | · | -1.4 | 63 | · | · | · | i | 2% | 0.7 | · |
| CCCCSCCCNC(=O)Nc1ccc(C)c(C)c1 | 3% | -7% | 2.6 | 39 | 0.1% | -4% | 13% | i | 7% | 0.3 | -2% |
| O=C(NCCCCc1ccccc1)Nc1cccc(F)c1 | 11% | -10% | 1.4 | 71 | 1.9% | -3% | -12% | i | -2% | 0.5 | -3% |
| CCn1cc(/C=C2/SC(=S)NC2=O)c(C)n1 | -3% | -1% | 0.7 | 35 | 2.8% | 7% | 11% | i | 4% | 0.6 | -10% |
| O=C(CSc1nnc(-c2c[nH]c3ccccc23)o1)N(Cc1ccccc1)c1ccc(F)cc1 | -1% | 1% | 10 | 50 | -1.1% | 17% | -2% | i | 8% | 3.5 | -2% |
| Cc1cc(Cl)ccc1NC(=O)CCC(=O)N/N=C/c1cc([N+](=O)[O-])ccc1O | 12% | 2% | 1.9 | 81 | 0.6% | 6% | -9% | i | 13% | 0.4 | -2% |
| CCc1noc(C)c1C(=O)N1CCN(S(=O)(=O)c2c(C)c(C)cc(C)c2C)CC1 | 4% | · | -0.9 | 76 | · | · | · | i | 4% | 1.2 | · |
| COc1ccc(OC)c(CNc2c(C=O)c(=O)[nH]c3ccccc23)c1 | -6% | -5% | -0.1 | 60 | 0.1% | 1% | 8% | i | 13% | 0.2 | 2% |
| Cc1cccc(C)c1N(CC(=O)N(C)Cc1ccccc1)S(C)(=O)=O | 2% | -11% | 0.5 | 59 | 0.4% | -6% | 2% | i | 5% | 0.3 | -3% |
| CCCCCOC(=O)Cn1c(N2CCCCCC2)nc2c1c(=O)[nH]c(=O)n2C | 0% | 1% | 1.2 | 41 | -0.7% | 3% | -1% | i | 7% | 0.7 | -2% |
| CCn1c2ccccc2c2cc(NC(=O)c3ccc(Br)o3)ccc21 | -11% | -2% | -3.5 | 83 | 9.1% | 7% | -3% | + | 17% | 11* | 0% |
| CCN(CC)c1ccc2nc3ccccc3[n+](CC)c2c1 | 18% | 0% | 1.7 | 66 | -0.8% | -1% | -11% | ? | 31% | · | 0% |
| COc1ccc(C(C)=O)cc1Cn1nc(C)c([N+](=O)[O-])c1C | -2% | 2% | 4.5 | 34 | -2.0% | 3% | -2% | i | 3% | 1.0 | 0% |
| Fc1ccc(OCc2nc(-c3ccc(Br)o3)no2)c(F)c1 | 9% | -3% | -1.0 | 93 | 1.0% | 33% | 6% | i | -1% | 1.6 | -2% |
| O=C(/C=C/c1cc([N+](=O)[O-])ccc1OC(F)F)Nc1ccc(OC(F)F)cc1 | 4% | -5% | 1.5 | 42 | 0.0% | 16% | -15% | i | 1% | 0.1 | 7% |
| Cc1ccc(S(=O)(=O)N2CCOC23CCN(S(=O)(=O)c2cccs2)CC3)cc1 | -7% | · | 3.9 | 58 | · | · | · | i | 4% | 1.0 | · |
| CNC(=O)c1c(Br)cnn1-c1ccc(C)cc1 | 1% | 0% | 1.3 | 51 | -0.4% | 11% | 13% | i | 1% | 0.4 | 8% |
| C=CCn1c(COc2cccc3ccc(C)nc23)nnc1SCC(=O)O | 18% | -4% | -0.1 | 98 | 1.7% | -6% | -3% | i | 8% | 0.0 | 14% |

Record cards, from the list above. Order of values: Salmonella PhoP GFP, LYP phosphatase, NTR1 agonist, NTR1 agonist cell count 20 µM, HIV peptide binding, GPR55 antagonists, GPR35 arrestin U2OS, Myeloid diff MLP, MgcRacGAP inhibition, Myeloid diff MLP GFP+ MAC1+ %, Siah-1 displacement
`CCn1c2ccccc2c2cc(NC(=O)c3ccc(Br)o3)ccc21` is entered as -11%, -2%, -3.5, 83, 9.1%, 7%, -3%, +, 17%, 11*, 0%
`O=C(CSc1nnc(-c2c[nH]c3ccccc23)o1)N(Cc1ccccc1)c1ccc(F)cc1` is entered as -1%, 1%, 10, 50, -1.1%, 17%, -2%, i, 8%, 3.5, -2%

The listing continues.
| SMILES | Salmonella PhoP GFP | LYP phosphatase | NTR1 agonist | NTR1 agonist cell count 20 µM | HIV peptide binding | GPR55 antagonists | GPR35 arrestin U2OS | Myeloid diff MLP | MgcRacGAP inhibition | Myeloid diff MLP GFP+ MAC1+ % | Siah-1 displacement |
| --- | --- | --- | --- | --- | --- | --- | --- | --- | --- | --- | --- |
| O=C(O)c1ccc(Cl)c2c1C1C=CCC1C(c1ccccn1)N2 (configuration not stated) | 3% | -2% | -1.2 | 105 | -3.1% | -2% | 1% | · | · | · | 18% |
| CCC(=O)Nc1ccc(Nc2nc(C)c([N+](=O)[O-])c(Nc3ccc(NC(=O)CC)cc3)n2)cc1 | 0% | -7% | 5.9 | 40 | -2.8% | 5% | -2% | i | 4% | 0.5 | 4% |
| O=C1Nc2ccc([N+](=O)[O-])cc2OC1CCN1CCN(Cc2ccc3c(c2)OCO3)CC1 (configuration not stated) | -3% | 0% | 1.0 | 62 | 0.2% | -13% | -9% | i | 5% | 1.4 | 3% |
| COc1ccccc1NC(=S)N(CCCN1CCOCC1)Cc1cn(C)c2ccccc12 | 8% | -4% | -2.2 | 62 | 1.2% | -2% | 6% | i | 5% | 0.3 | 10% |
| Cc1ccccc1NC(=O)c1cccc(N2C(=O)C3CCC(C)CC3C2=O)c1 (configuration not stated) | 3% | -8% | -1.1 | 37 | -1.2% | -6% | -4% | i | -2% | 4.3 | 2% |
| CCOC(=O)c1cnc(SCC(=O)Nc2ccc(N3CCOCC3)c(Cl)c2)nc1N | 42% | -6% | -0.3 | 89 | -1.2% | 5% | -12% | i | 2% | 3.4 | -3% |
| O=C(O)C(Cc1c[nH]c2ccccc12)NS(=O)(=O)c1ccc(Cl)cc1 (configuration not stated) | -8% | -6% | 0.2 | 56 | 0.2% | 5% | -2% | i | 3% | 0.1 | -6% |
| COc1ccc(CN2CCCC(CO)(Cc3ccc(F)cc3F)C2)cc1 (configuration not stated) | 1% | -4% | 1.5 | 71 | 0.8% | 19% | 7% | i | -4% | 1.2 | 1% |
| CN(C)CCCN(C(=O)c1ccc(S(=O)(=O)N2CCCCCC2)cc1)c1nc2ccc(Br)cc2s1 | 6% | -4% | 19 | 75 | -2.7% | 31% | -10% | i | 6% | 0.3 | -4% |
| N#Cc1nc(Cc2ccccc2)oc1N1CCN(c2ccccc2)CC1 | -6% | -1% | 8.3 | 46 | -1.1% | 13% | 14% | i | 2% | 1.3 | -3% |
| Cc1cc2nc(C)c(Cc3ccccc3)c(=O)n2[nH]1 | 20% | -6% | 1.5 | 31 | 1.3% | 2% | 5% | i | -7% | 1.1 | 1% |
| C=CCn1c(N)c(C(=O)NCCC2=CCCCC2)sc1=S | -15% | 3% | 5.7 | 83 | -3.1% | -7% | 0% | i | 8% | 8.3 | -4% |
| NC(=O)CC(NC(=O)Cc1ccc(Cl)cc1)c1ccc(NCCc2ccccc2F)c([N+](=O)[O-])c1 (configuration not stated) | -5% | -4% | -0.2 | 62 | -1.2% | 7% | -19% | i | 10% | 3.1 | 3% |
| O=Cc1c(N2CCOCC2)nc2ccccn2c1=O | 1% | -5% | -0.3 | 50 | 3.5% | 17% | 0% | i | 3% | 0.3 | 3% |
| CCOc1ccc(CSCCNC(=S)Nc2ccc(OC)cc2)cc1 | -9% | 0% | 0.8 | 49 | -0.5% | -6% | 3% | i | 5% | 0.3 | 2% |
| O=C(c1ccc(Cl)s1)N1CCN(c2nc3ccccc3s2)CC1 | -10% | 1% | 3.0 | 72 | -2.5% | -1% | 13% | i | -1% | 2.5 | 1% |
| COc1ccc(N2CCN(CNC(=O)c3ccccc3)CC2)cc1 | -7% | 2% | 0.4 | 52 | 0.9% | 10% | -3% | i | 19% | 0.3 | 1% |
| Cc1onc(-c2ccccc2Cl)c1C(=O)Nc1ccc(-c2nnc3n2CCCCC3)cc1 | 10% | 0% | -1.7 | 68 | 21% | -14% | 2% | i | -5% | 1.6 | 8% |
| CCOC(=O)Cn1c(C)cc(COC)c(C#N)c1=O | -5% | -6% | -0.5 | 47 | -0.4% | -6% | 3% | i | 1% | 0.1 | 2% |
| Cc1c(CCC(=O)O)c(=O)oc2c(C)c3occ(-c4ccc(Cl)cc4)c3cc12 | -13% | 7% | 1.1 | 99 | 15µM* | 12% | -12% | i | 18% | 0.6 | 2% |
| C=CCn1c(SCC(=O)N2CCOCC2)nc2sc3c(c2c1=O)CCCC3 | 0% | -10% | -1.0 | 57 | -2.8% | -1% | -18% | i | 13% | 1.2 | -2% |
| CCOc1ccc(C(=O)Nc2ccc(CN3CCOCC3)cc2)cc1Cl | -4% | -12% | 1.8 | 72 | -2.1% | 8% | -8% | i | 5% | 0.3 | 1% |

Assay outcomes as filed in PubChem BioAssay.
